TbREL1 primary – TbREL1 inhibition, primary screen | AID 1117264 | TbREL1 RNA ligation, FRET fluorescence | inhibition, % at 9.66 µM | P86926 | 89,000 tested, 0.49% active;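 active = inhibition above the mean inhibition across all screened compounds plus 3 SD, cut at about 11% in these data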;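 note: 0% = plate median of test wells and 100% = NSC42067 control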
Target sequence (P86926 whole entry, looked up): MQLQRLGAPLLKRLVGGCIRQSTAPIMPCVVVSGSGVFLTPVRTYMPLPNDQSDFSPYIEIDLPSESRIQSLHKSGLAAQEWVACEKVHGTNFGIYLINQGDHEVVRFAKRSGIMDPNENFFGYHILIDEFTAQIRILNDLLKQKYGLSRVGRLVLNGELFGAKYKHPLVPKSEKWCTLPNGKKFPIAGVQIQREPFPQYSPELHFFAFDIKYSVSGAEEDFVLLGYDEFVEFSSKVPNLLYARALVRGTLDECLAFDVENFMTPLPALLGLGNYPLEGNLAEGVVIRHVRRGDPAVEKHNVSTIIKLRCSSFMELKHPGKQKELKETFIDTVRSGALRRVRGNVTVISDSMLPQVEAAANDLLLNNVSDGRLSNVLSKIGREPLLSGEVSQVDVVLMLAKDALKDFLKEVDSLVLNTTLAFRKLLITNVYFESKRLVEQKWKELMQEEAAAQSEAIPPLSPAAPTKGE
The depositor's hits bear a star.

What do the screens show for `C[C@@H]1CN([C@@H](C)CO)C(=O)c2cccc(NC(=O)Nc3cccc4ccccc34)c2O[C@H]1CN(C)S(=O)(=O)c1ccc(Cl)cc1`?
TbREL1 primary: -4

Results for O=C(CNc1ccc(C(F)(F)F)cc1[N+](=O)[O-])OCC(=O)c1ccccc1 ?
TbREL1 primary: 1

Results for O=C(N/N=C1/CC2C=CCC12)c1ccc(Br)o1 (stereo not drawn) ?
TbREL1 primary: 0

How did Cc1ccc(C)c(NS(=O)(=O)c2ccc3[nH]c(=O)[nH]c3c2)c1 do in these assays?
TbREL1 primary: 1

Results for N#CCCC(CCC#N)C1=NCCc2ccccc21 ?
TbREL1 primary: 1

What do the screens show for `O=C(O)CCC(=O)N(Cc1cccs1)Cc1cccs1`?
TbREL1 primary: 1

How did CCN1CCN(Cc2ccc(OC)c(OCc3ccccc3)c2)CC1 do in these assays?
TbREL1 primary: 0

How did O=C(COC(=O)c1ccccn1)Nc1nc(-c2ccccc2)cs1 do in these assays?
TbREL1 primary: 1

What do the screens show for `Cc1nc(COc2cc3oc(=O)cc(C)c3cc2Cl)cs1`?
TbREL1 primary: 3

How did CC(=O)C1=C(O)C(=O)N(c2cccc(C(=O)O)c2)C1c1ccccc1F (stereo not drawn) do in these assays?
TbREL1 primary: 0

What do the screens show for `CCCc1nc2ccc(Br)cn2c1Cc1ccccc1OC`?
TbREL1 primary: 0

Results for COc1ccccc1OCc1ccc(C(=O)NCC2CCCO2)cc1 (stereo not drawn) ?
TbREL1 primary: -3

Reprinted at random: 6 compounds from above.
Results for O=C(CNc1ccc(C(F)(F)F)cc1[N+](=O)[O-])OCC(=O)c1ccccc1 ?
TbREL1 primary: 1

What do the screens show for `C[C@@H]1CN([C@@H](C)CO)C(=O)c2cccc(NC(=O)Nc3cccc4ccccc34)c2O[C@H]1CN(C)S(=O)(=O)c1ccc(Cl)cc1`?
TbREL1 primary: -4

Results for N#CCCC(CCC#N)C1=NCCc2ccccc21 ?
TbREL1 primary: 1

How did O=C(COC(=O)c1ccccn1)Nc1nc(-c2ccccc2)cs1 do in these assays?
TbREL1 primary: 1

Results for O=C(N/N=C1/CC2C=CCC12)c1ccc(Br)o1 (stereo not drawn) ?
TbREL1 primary: 0

Results for COc1ccccc1OCc1ccc(C(=O)NCC2CCCO2)cc1 (stereo not drawn) ?
TbREL1 primary: -3

Next section
Results for CN(C)CCN(C(=O)c1cccc(Cl)c1)c1nc2c(Cl)cccc2s1 ?
TbREL1 primary: 3

How did CC(C)(C)c1cc(C(=O)NCc2cccnc2)ccn1 do in these assays?
TbREL1 primary: 2

What do the screens show for `O=C(Nc1cccc(F)c1)c1ccc(S(=O)(=O)N2CCOCC2)cc1`?
TbREL1 primary: -2

What do the screens show for `COc1ccc(C2/C=C\CN3CCC[C@H]3C(=O)N2Cc2ccc(F)cc2)cc1` (stereo partly drawn)?
TbREL1 primary: -2

Results for COCCNC(=O)c1ccc2c(c1)S(=O)(=O)c1cc(Cl)ccc1C2=O ?
TbREL1 primary: -2

How did O=C1CCC/C(=N/Nc2ccc(Cl)cc2)C1 do in these assays?
TbREL1 primary: -3

How did O=C(Nc1nccs1)c1ccc2c(c1)C(=O)N(Cc1cccnc1)C2=O do in these assays?
TbREL1 primary: 3

How did Cc1ccc(Cn2ccc(-c3cnc(-c4ccccc4)s3)n2)cc1 do in these assays?
TbREL1 primary: 3

What do the screens show for `CC(C)C[C@H]1CNC(=S)N1CC1CCCN1C[C@H](CC(C)C)N1C[C@H](Cc2ccccc2)N(CC2CCCCCC2)C1=S` (stereo partly drawn)?
TbREL1 primary: -4

How did C[C@H](CO)N1C[C@H](C)[C@@H](CN(C)S(=O)(=O)c2ccccc2)Oc2c(NC(=O)NC3CCCCC3)cccc2C1=O do in these assays?
TbREL1 primary: -3

Results for CCN(CC)S(=O)(=O)c1ccc(C(=O)NCCCN=C2NS(=O)(=O)c3ccccc32)cc1 ?
TbREL1 primary: -2

Results for COc1ccc(NC(=O)O/N=C2/CCCc3ccc(OC)cc32)cc1 ?
TbREL1 primary: 0

How did COC(=O)NC1CSCC1OC(=O)c1ccc(Br)cc1 (stereo not drawn) do in these assays?
TbREL1 primary: 7

How did Cc1ccc(S(=O)(=O)NN=CC2(c3ccccc3)CC2)cc1 do in these assays?
TbREL1 primary: -2

How did COc1ccc2c(c1)-c1c(ssc1=S)C(C)(C)N2C(=O)CSC1=NCCS1 do in these assays?
TbREL1 primary: -1

How did COC(=O)C1=C(C(=O)c2ccccc2)C(c2cccs2)n2nnnc2N1 (stereo not drawn) do in these assays?
TbREL1 primary: 0

How did CSc1cc(CS(=O)(=O)c2ccccc2)nc(-c2ccccc2)n1 do in these assays?
TbREL1 primary: 3

Results for Cc1cc(-c2ccccc2)nc(N(C)C)c1S(C)(=O)=O ?
TbREL1 primary: 2

Results for COc1ccc(C(=O)N/C(=C\c2cn(C)c3ccccc23)C(=O)NCCCn2ccnc2)cc1OC ?
TbREL1 primary: -4

How did NC(=O)C1CCN(c2nc(-c3ccc(N)cc3)cs2)CC1 do in these assays?
TbREL1 primary: -1

How did CC(C)(O[C@@H]1O[C@H](CO)[C@@H](O)[C@H](O)[C@H]1O)[C@@H]1CC=C(C(=O)O)CC1 do in these assays?
TbREL1 primary: -1

What do the screens show for `Cc1nnc(NCCO)c2ccccc12`?
TbREL1 primary: 1

Results for CC(C)Oc1cc(F)ccc1-c1cc(C(=O)NCCCn2ccnc2)[nH]n1 ?
TbREL1 primary: 0

What do the screens show for `COc1ccc(-c2nn(C)c(=O)c3ccccc23)cc1CNC(=O)C1CCCCC1`?
TbREL1 primary: 0

What do the screens show for `CCOC(=O)C1C2C=CC3(CN(Cc4ccco4)C(=O)C13)O2` (stereo not drawn)?
TbREL1 primary: -4

What do the screens show for `CC(=O)Nc1ccc(S(=O)(=O)Nc2nccs2)cc1`?
TbREL1 primary: 0

What do the screens show for `COc1ccc(OCC(=O)Nc2ccc(NC(=O)c3cccs3)cc2)cc1`?
TbREL1 primary: -1

How did COCCN(CC(=O)Nc1cccc(C)c1C)C(=O)Cn1cnc2ccccc2c1=O do in these assays?
TbREL1 primary: -3

What do the screens show for `CCOC(=O)c1c(NC(=O)CSc2nc(C)cc(C)c2C#N)sc(C(C)=O)c1C`?
TbREL1 primary: 0

How did CCCCCCCCCC(=O)N1c2ccccc2NC(=O)C1CC(=O)Nc1ccc(C(=O)O)cc1 (stereo not drawn) do in these assays?
TbREL1 primary: 6

How did Cc1cccc(CN2C(=O)NC(c3ccccc3)(c3ccccc3)C2=O)c1 do in these assays?
TbREL1 primary: 3

What do the screens show for `CC1=C(C(=O)N(C)C)CC(CC(=O)NCCCN(C)C)C(=O)N1CCCN1CCCC1=O` (stereo not drawn)?
TbREL1 primary: 4

What do the screens show for `COc1ccc(CNC(=O)CN(C)S(=O)(=O)c2ccc3c(c2)n(C)c(=O)c(=O)n3C)cc1`?
TbREL1 primary: 2

What do the screens show for `CCOC(=O)c1c(C)nc2c(c1-c1ccc(Cl)cc1)C(=O)CC(C)(C)C2`?
TbREL1 primary: -4

Results for CCN(CC)S(=O)(=O)c1cccc(-c2csc(C)n2)c1 ?
TbREL1 primary: -2

Results for Cc1ccc(C(=O)CCC(=O)N2CCN(c3ccc(F)cc3)CC2)cc1 ?
TbREL1 primary: -4

Results for O=C(Cn1c(=O)oc2ccc(Cl)cc21)Nc1ccon1 ?
TbREL1 primary: 2

What do the screens show for `CCOC(=O)[C@H]1[C@H]2COc3ccc(OC)cc3[C@@H]2N2C(=O)c3ccccc3NC(=O)[C@@]12C`?
TbREL1 primary: 0

How did O=C(Oc1ccc(Br)cc1)c1cccc(S(=O)(=O)N2CCOCC2)c1 do in these assays?
TbREL1 primary: -2

What do the screens show for `CN1OC[C@@H]2CN(Cc3ccccc3)[C@H](c3cccc(Oc4ccccc4)c3)C[C@@H]21`?
TbREL1 primary: -3

How did O=C(Nc1ccc(Cc2ccncc2)cc1)c1ccc(Cl)c([N+](=O)[O-])c1 do in these assays?
TbREL1 primary: 1

What do the screens show for `COc1cccc(NC(=O)N(C)C[C@H]2Oc3cc(C#Cc4ccncc4)ccc3S(=O)(=O)N([C@H](C)CO)C[C@H]2C)c1`?
TbREL1 primary: 0

How did CCCCn1c(N)c(N(Cc2ccccc2OC)C(=O)COc2ccccc2OC)c(=O)[nH]c1=O do in these assays?
TbREL1 primary: 0

Results for COc1ccc(CNC(=O)CCSCc2cccc(Cl)c2)cc1 ?
TbREL1 primary: 4

How did Cn1cc(S(=O)(=O)NCC2CCCO2)c(=O)n(C)c1=O (stereo not drawn) do in these assays?
TbREL1 primary: 9

What do the screens show for `COc1cccc(N(C(=O)c2ccn[nH]2)C2(C(=O)Nc3c(C)cccc3C)CCCCC2)c1`?
TbREL1 primary: -3

What do the screens show for `O=C(NCc1nc2ccccc2[nH]1)c1ccc(S(=O)(=O)N2CCCC2)cc1`?
TbREL1 primary: -1

Results for COc1cc2ccccc2cc1C(=O)Nc1ccccc1N1CCCC1 ?
TbREL1 primary: 1

What do the screens show for `COc1ccc(-c2[nH]ncc2CN2CCN(Cc3cccs3)CC2)c(F)c1`?
TbREL1 primary: -2

What do the screens show for `COCCn1c(C)cc(C(=O)CSc2nnnn2C2CCCC2)c1C`?
TbREL1 primary: -3

Results for CS(=O)(=O)c1ccc(Cl)c(C(=O)NC2CCSc3ccccc32)c1 (stereo not drawn) ?
TbREL1 primary: 4

What do the screens show for `COc1ccc(C2(O)CC3CCC(C2)N3c2nc(C)cc(C)c2C#N)cc1` (stereo not drawn)?
TbREL1 primary: -1

How did CCOC(=O)CCCn1ncn2c(cc3occc32)c1=O do in these assays?
TbREL1 primary: 3

Results for Cc1ccc(S(=O)(=O)N(CC(=O)Nc2cccnc2)c2ccccc2C)cc1 ?
TbREL1 primary: 0

Results for COc1ccccc1N1CCN(/N=C/C=C\c2ccccc2[N+](=O)[O-])CC1 ?
TbREL1 primary: 0

Results for CCCSc1ccc([C@H]2N[C@@](C)(C(=O)OC)[C@H]3C(=O)N(C)C(=O)[C@@H]23)cc1 ?
TbREL1 primary: 2

Results for COc1ccc(NC(=O)CCn2c(=O)c3cccn3c3ccccc32)c(OC)c1 ?
TbREL1 primary: -1

What do the screens show for `CCc1ccc(CNCCNCC(C)O)cc1` (stereo not drawn)?
TbREL1 primary: 0

Results for COc1ccc(S(=O)(=O)N2c3cc(Cl)ccc3Oc3nc4ccccc4nc32)cc1 ?
TbREL1 primary: 1

Results for CC1=C(C(=O)Nc2ccc(C)cc2)C(c2ccc(C)o2)C2=C(CC(C)(C)CC2=O)N1 (stereo not drawn) ?
TbREL1 primary: -3

How did O=S(=O)(/C=C/c1ccccc1)c1ccccc1 do in these assays?
TbREL1 primary: -1

Results for OCCCc1cn(CC2CCCCC2)nn1 ?
TbREL1 primary: 6

How did O=C(O)c1cn(-c2ccccc2)nc1-c1cccnc1 do in these assays?
TbREL1 primary: 0

How did O=C(c1ccc2c3c(cccc13)CC2)C1CCCN(Cc2ccncc2)C1 (stereo not drawn) do in these assays?
TbREL1 primary: 6

Results for COc1ccccc1-c1oc2ccccc2c1-c1ccc2c(c1)OCO2 ?
TbREL1 primary: 3

What do the screens show for `CCC(Oc1ccc(C)c(C)c1)C(=O)O` (stereo not drawn)?
TbREL1 primary: 0

Results for CC(C)C[C@@H](CN1CCCC1CN1C(=S)NC[C@@H]1Cc1ccc(O)cc1)N1C[C@H](Cc2ccc(O)cc2)N(CC2CCCCC2)C1=S (stereo partly drawn) ?
TbREL1 primary: -8

How did O=C(Cn1c2ccccc2c(=O)c2ccccc21)N/N=C/c1cc([N+](=O)[O-])ccc1N1CCCCC1 do in these assays?
TbREL1 primary: 0

How did COc1ccc(C(=O)c2c(C(F)(F)F)oc3c2C(=O)c2ccccc2C3=O)cc1OC do in these assays?
TbREL1 primary: 4

Results for Cn1c(=O)c2c(ncn2CC(=O)N2CCN(c3ccccc3F)CC2)n(C)c1=O ?
TbREL1 primary: 3

How did Cc1cccc(NC(=O)CSc2cn[nH]n2)c1 do in these assays?
TbREL1 primary: 7

What do the screens show for `O=C(CCC1CCCC1)NCc1ccccn1`?
TbREL1 primary: -1

Two successive records already listed, quoted:
How did Cc1cccc(NC(=O)CSc2cn[nH]n2)c1 do in these assays?
TbREL1 primary: 7

What do the screens show for `O=C(CCC1CCCC1)NCc1ccccn1`?
TbREL1 primary: -1

More structures follow.
Results for O=C(OCC(=O)N1CCCc2ccccc21)c1ccc(C(F)(F)F)cc1 ?
TbREL1 primary: 4

What do the screens show for `CCOC(=O)c1ccc(N/C(=N/S(=O)(=O)c2ccccc2)c2ccccc2)cc1`?
TbREL1 primary: -3

How did O=C(Nc1cccc(-n2cccn2)c1)C1CCCN(Cc2ccccc2F)C1 (stereo not drawn) do in these assays?
TbREL1 primary: 0

Results for Cc1ccc(-c2nc3ccccc3o2)cc1NC(=O)c1ccc2c(c1)OCO2 ?
TbREL1 primary: -3

Results for Cc1cc(C(=O)Nc2ccc3c(c2)OCCO3)c(C)o1 ?
TbREL1 primary: -1

What do the screens show for `COC(=O)[C@]12C[C@H](CC(=O)NCc3ccc(OC)c(OC)c3)C(=O)N(Cc3cccc4ccccc34)C1=C[C@H](C1CCCC1)O[C@@H]2C`?
TbREL1 primary: 0

How did Cc1onc(-c2c(Cl)cccc2Cl)c1C(=O)N=C(N)N1CCCC1 do in these assays?
TbREL1 primary: -2

What do the screens show for `O=C(OCC(=O)N1CCc2ccccc2C1)c1ccc(N2CCOCC2)c([N+](=O)[O-])c1`?
TbREL1 primary: 5

What do the screens show for `CC1CCC(NC(=O)CSc2nnc(-c3cccnc3)o2)CC1` (stereo not drawn)?
TbREL1 primary: 1

What do the screens show for `O=c1cc(NCc2ccccc2)nc2ccccn12`?
TbREL1 primary: 11

Results for Nc1ccc(N2CCCCC2)cc1N1CCCCC1 ?
TbREL1 primary: -5

Results for COC(=O)c1ccc(-c2ccc([C@H]3[C@H]4C=CC[C@@H](C)[C@@H]4C(=O)N3Cc3ccccc3)c(F)c2)cc1 ?
TbREL1 primary: 0

Results for C=CC[C@@H](CC(=O)N[C@@H](CO)Cc1ccccc1)C(=O)NC[C@@H](OC(=O)[C@@H](CC=C)CC(=O)OC(C)(C)C)c1ccccc1 ?
TbREL1 primary: 1

Compound activity (PubChem)

An excerpt, so the mix of outcomes need not match the whole.
